Screening results deposited in PubChem BioAssay by National Center for Advancing Translational Sciences (NCATS).
TSHR antag: blocks TSH signaling through the human TSH receptor. TSHR-expressing cells, TSH-stimulated cAMP HTRF, 2 h; active compounds read low. activity change, negative = inhibition, % at 11.5 µM. 330,000 compounds, 0.2% hits. AID 504810;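 active means activity change below a set negative limit, meaning inhibition stronger than a set level, cut at about -70% in these data; inconclusive means activity change between two set negative limits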; further: on the % scale 0 is the no-effect control and ±100 the full control effect
Target sequence (P16473 whole entry, looked up): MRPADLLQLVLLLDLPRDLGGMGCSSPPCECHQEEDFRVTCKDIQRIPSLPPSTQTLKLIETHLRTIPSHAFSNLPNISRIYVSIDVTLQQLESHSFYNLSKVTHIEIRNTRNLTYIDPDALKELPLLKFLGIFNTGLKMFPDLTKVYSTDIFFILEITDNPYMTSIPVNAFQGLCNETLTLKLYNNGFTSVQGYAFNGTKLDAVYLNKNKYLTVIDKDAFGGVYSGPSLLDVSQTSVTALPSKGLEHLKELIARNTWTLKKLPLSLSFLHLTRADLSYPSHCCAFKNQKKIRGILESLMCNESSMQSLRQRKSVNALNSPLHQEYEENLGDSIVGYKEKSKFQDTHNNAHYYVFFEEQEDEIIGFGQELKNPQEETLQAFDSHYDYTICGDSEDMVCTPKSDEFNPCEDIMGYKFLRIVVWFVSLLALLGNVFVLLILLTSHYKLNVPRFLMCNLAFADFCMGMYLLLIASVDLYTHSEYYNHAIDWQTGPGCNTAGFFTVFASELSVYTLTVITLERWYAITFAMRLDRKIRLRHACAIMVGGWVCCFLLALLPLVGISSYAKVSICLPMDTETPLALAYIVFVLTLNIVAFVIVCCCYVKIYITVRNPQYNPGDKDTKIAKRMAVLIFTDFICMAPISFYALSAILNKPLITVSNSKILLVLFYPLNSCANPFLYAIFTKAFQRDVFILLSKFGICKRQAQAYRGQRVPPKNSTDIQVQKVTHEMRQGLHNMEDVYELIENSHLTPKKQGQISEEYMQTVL
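Cell-based HTRF cAMP assay; TSHR cells + compound, TSH EC80 (4nM final), 2 h, 37 deg C. Lysis with anti-cAMP cryptate and cAMP-d2, 30 min RT, read 665/620 nm.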
ELG1 repair inh: ELG1-dependent DNA repair inhibition. HEK293T ELG1-luciferase reporter, luminescence, 16 h; DNA damage induced by 5-fluorouridine. AID 504467. Potency, µM (top dose mostly 46.1 µM), inactives show top-dose activity change, negative = inhibition, actives largely listed as inhibitors. 330,000 compounds, 2.3% hits; further: potency means the concentration at half of the fitted maximal effect; on the % scale 0 is the no-effect control and ±100 the full control effect; nearly all actives have a fitted effect of over 55% in size
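Cells (2,000 per well) received 5-fluorouridine plus test compound or DMSO and were incubated 16 hr at 37 °C, 5% CO2. Luciferase activity was read by luminescence 30 min after ONE-Glo addition; signal suppression marked inhibition of damage-induced ELG1 function.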
TCR act: T cell receptor activation; primary human leukocytes, anti-CD3, IL-2 HTRF, 48 h; AID 504894; Potency, µM (series often up to 9.22 µM), inactives show at the highest dose activation of IL-2 secretion, hits mostly activators; 330,000 tested, under 10 active; further: % of control where 0% means no effect
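HTRF read-out of IL-2 secretion: europium cryptate donor excited at 320nm, d2 acceptor emission at 665nm. Cells were primary human leukocytes incubated 48 hr with compounds and a-CD3 beads, supplying TCR signal only.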
B2AR arrestin: agonists driving beta-arrestin recruitment to human beta2-adrenergic receptor; P07550; beta-arrestin recruitment to beta2AR, cell-based reporter; Potency, µM (top dose mostly 46.1 µM), without a hit: at the highest dose activation, most hits filed as activators; 330,000 compounds, 0.02% hits;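 further: potency means the concentration at half of the fitted maximal effect; 0% = DMSO controls and full agonism = EC100 isoproterenol or metaproterenol; nearly all actives have a fitted effect of over 65% in size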
Target sequence (P07550 whole entry, looked up): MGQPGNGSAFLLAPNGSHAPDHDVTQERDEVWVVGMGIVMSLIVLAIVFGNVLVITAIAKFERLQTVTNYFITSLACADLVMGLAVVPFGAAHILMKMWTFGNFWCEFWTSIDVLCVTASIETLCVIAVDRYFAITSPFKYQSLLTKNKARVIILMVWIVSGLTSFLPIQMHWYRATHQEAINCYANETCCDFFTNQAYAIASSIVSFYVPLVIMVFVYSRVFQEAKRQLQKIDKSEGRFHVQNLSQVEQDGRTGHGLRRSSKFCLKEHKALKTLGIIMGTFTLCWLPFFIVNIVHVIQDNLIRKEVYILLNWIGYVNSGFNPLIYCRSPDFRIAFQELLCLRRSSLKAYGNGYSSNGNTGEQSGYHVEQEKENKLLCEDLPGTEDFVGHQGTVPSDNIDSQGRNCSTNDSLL
USP2a inh: blocks human ubiquitin-specific protease USP2a. Potency, µM (titrated, usually from 38.3 µM), for the others: at the highest dose activity change, negative = inhibition, usual class: inhibitors. 330,000 compounds, 0.01% hits. USP2 core, Ub-CHOP2 coupled fluorogenic reporter, 485/531;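 further: potency means the concentration at half of the fitted maximal effect; plate controls were DMSO wells for no effect and full inhibition by NEM control for full effect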
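Deubiquitinase activity read as fluorescence (485/531 nm) after Ub-CHOP2 cleavage activates the enterokinase reporter on its substrate; USP2 core 10nM, Ub-CHOP2 and substrate 25nM each, 30min compound preincubation then 60min RT; data normalized to NEM, curves fitted.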
TSG101-PTAP inh: blocks PTAP/TSG101 interaction to inhibit HIV-1 budding. Fluorescence polarization, FITC-PTAP peptide / Tsg101 binding. 340,000 tested, under 10 active. Potency, µM (doses to about 115 µM), for the others: at the top dose activity change, negative = inhibition, hits mostly inhibitors. Q99816; active means well fitted inhibition curve with a large enough effect in the main read-out, with a control signal flat, not every such curve was filed as active; inconclusive means small, poorly fitted or top-dose-only effect, or effect the other way, or a change in a side signal; inactive means no such curve, though single readings can be large or run the other way; further: potency means the concentration at half of the fitted maximal effect; % of control where 0% means no effect
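Steps: Tsg101 binding domain dispensed (10 uM final), compounds pinned in DMSO, FITC-labeled PTAP-motif peptide added (50 nM final); after 20 min binding at room temperature, polarization measured.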
Eya2 inh: Eya2 (human) phosphatase inhibition; AID 488837; Potency, µM (series often up to 76.9 µM), for inactives: top-dose activity, negative = inhibition, usual class: inhibitors; recombinant Eya2, OMFP fluorescence dephosphorylation (OMFP is methylfluorescein phosphate); 330,000 compounds, 0.006% hits; O00167; further: potency means the concentration at half of the fitted maximal effect; on the % scale 0 is the no-effect control and ±100 the full control effect
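Eya2 protein (added as 0.2 uM solution) was preincubated with compound for 10 min at ambient temperature in 50 mM HEPES pH 7.5, 50 mM NaCl, 5 uM MgCl2, 0.05% BSA, 1 mM DTT. OMFP (added at 50 uM) then reacted 10 min; fluorescence read at 485/525 nm.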
Tb PFK inh: inhibitors of T. brucei phosphofructokinase | T. brucei PFK, ADP-Glo luminescence | Potency, µM (top dose mostly 57.5 µM), without a hit: at the highest dose activity, negative = inhibition, most hits filed as inhibitors | 330,000 compounds, 0.17% hits | AID 485367;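 further: potency means the concentration at half of the fitted maximal effect; 0% = uninhibited 1x PFK enzyme wells and -100% = no-enzyme wells; nearly all actives have a fitted effect of over 60% in size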
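Activity is normalized to no-enzyme wells (full inhibition) and 1.25 nM enzyme wells (no inhibition). Reaction: 0.5 mM F6P, 0.1 mM ATP, 45 min RT, ADP-Glo luminescence; concentration-response curves fitted and classed by quality.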
Mito fusion act: blocks mitochondrial division or promotes mitochondrial fusion | S. cerevisiae fusion-defective mutant growth rescue, CellTiterGlo 48 h | Potency, µM (doses to about 46.1 µM), inactives show top-dose growth rescue (activation), most hits filed as activators | 320,000 compounds, 0.23% hits | AID 485298;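 further: potency means the concentration at half of the fitted maximal effect; % of control where 0% means no effect; nearly all actives have a fitted effect of over 45% in size; temperature-sensitive fusion mutants such as fzo1-1 at 37 °C on non-fermentable ethanol glycerol medium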
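Yeast fusion mutant, YPEG (non-fermentable carbon), compound, 48 h at 37C non-permissive; CellTiterGlo added, 10 min RT, luminescence read. Rescued growth = division inhibition.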
BCR signal inh: blocks chronic active B-cell receptor signaling | ABC-DLBCL IkBa-CBG/CBR reporter, luminescence ratio, 4 h | 340,000 compounds, 0.05% hits | Potency, µM (top dose mostly 46.1 µM), for the others: at the top dose ratio change, negative = lower green/red ratio, most hits filed as inhibitors; active means well fitted inhibition curve with a large enough effect in the signal ratio, with a control signal flat, not every such curve was filed as active; inconclusive means small, poorly fitted or top-dose-only effect, or effect the other way, or a change in a side signal; the % refers to the signal ratio;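 further: potency means the concentration at half of the fitted maximal effect; plate controls were basal doxycycline-induced cells for no effect and cells given 10 µM MG132 for full effect; MG132 reads +100%, hits lower the ratio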
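TMD8 human ABC-DLBCL cells with doxycycline-inducible IκBα–green luciferase fusion and unfused red luciferase, in 0.5% FBS medium; compounds up to 46 uM, 4 h at 37C. Green/red luminescence ratio, filter-overlap corrected, fitted to concentration-response curves.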
uPA surface inh: blocks generation of uPA at the cell surface | 330,000 compounds, 0.31% hits | cell surface uPA generation assay, qHTS | Potency, µM (top dose mostly 38.3 µM), for inactives: at the top dose activity change, negative = inhibition, usual class: inhibitors | AID 540303; active means well fitted inhibition curve with a large enough effect; inconclusive means small, poorly fitted or top-dose-only effect; inactive means no such curve, though single readings can be large or run the other way; tested in mouse RAW 264.7 cells; further: potency means the concentration at half of the fitted maximal effect; on the % scale 0 is the no-effect control and ±100 the full control effect; nearly all actives have a fitted effect of over 55% in size
* marks the source's active call; other numbers are inactive results; ? = inconclusive; . = not tested or not shown; [ ] = remark or other dose. Unless noted, the call rests on the fitted dose curve; in most records, active means well fitted curve in the direction sought with a large enough effect; inconclusive means small, poorly fitted or top-dose-only effect, or another doubt; inactive means no such curve, though single readings can be large; an effect the other way counts as inactive or inconclusive.

SMILES	TSHR antag	ELG1 repair inh	TCR act	B2AR arrestin	USP2a inh	TSG101-PTAP inh	Eya2 inh	Tb PFK inh	Mito fusion act	BCR signal inh	uPA surface inh
O=C(Nc1ccc(Br)cc1)c1cccc(-n2cnnn2)c1	-10.9	.	2.7%	0.0%	-0.4%	-5.9%	14.7%	-0.4%	?	10.2%	-2.3%
COC(=O)c1ccc(O)c(Sc2cc(C(=O)OC)ccc2O)c1	?	-0.4%	0.4%	0.1%	-2.0%	-1.3%	3.8%	0.7%	0.1%	?	2.7%
O=S(=O)(c1ccc(Br)s1)N1CCN(c2ccc(F)cc2)CC1	24.8	11.6%	0.0%	-0.1%	-9.4%	0.0%	-5.7%	-7.5%	-1.8%	-2.3%	2.8%
Cc1nc(CSc2nsc(/C=C/N(C)C)c2C#N)cs1	1.2	0.5%	-7.9%	0.4%	0.1%	-1.5%	21.4%	-2.0%	4.3%	2.6%	5.2%
CCOc1ccc(C2(C)CC(=O)N(C)C2=O)cc1 (configuration not stated)	-9.1	-3.4%	4.9%	0.1%	1.2%	-1.8%	21.4%	-2.3%	1.8%	4.2%	43.8%[activator]
CCCCCCCCCn1cc(C(C)=O)c(=O)[nH]c1=O	1.2	3.0%	.	0.0%	1.5%	-1.9%	13.3%	-4.5%	1.5%	0.3%	-4.2%
O=C(CSc1ccc(F)cc1)NC12CC3CC(CC(C3)C1)C2	-13.7	?	0.8%	-0.1%	-0.2%	-13.7%	4.9%	3.3%	3.9%	-0.5%	-1.2%
Cc1occc1C(=O)N(C)Cc1nc(-c2ccc(Cl)cc2)no1	-11.1	?	8.8%	-1.0%	-0.5%	-0.8%	-3.4%	-6.9%	-4.7%	10.8%	3.3%
CCOC(=O)c1cccc(NC(=O)c2cccnc2)c1	14.6	10.8%	.	-0.1%	0.9%	-4.4%	20.7%	1.9%	-4.5%	-0.5%	.
O=C(OCc1cc(=O)n2cc(Br)ccc2n1)c1ccc(Cl)c(S(=O)(=O)NCc2ccccc2)c1	-19.2	?	10.8%[46.1 µM]	-0.1%	2.7%	-0.1%	-1.9%	-5.5%	19.1%	?	-5.7%
O=C(CSC1CC(=O)N(c2ccc(C(=O)O)cc2)C1=O)Nc1ccc(Cl)cc1 (configuration not stated)	14.8	4.5%	-4.6%	0.0%	3.9%	-2.5%	-17.9%	3.9%	10.4%	-13.9%	-2.4%
COC(=O)C1CCN(C(=O)Cc2ccc(OC)c(OC)c2)CC1	12.3	5.9%	-4.5%[46.1 µM]	-0.4%	-0.4%	-1.5%	4.5%	-1.7%	0.3%	1.1%	-0.7%
CNC(=O)c1ccccc1Nc1ccc(SC(F)F)cc1	-9.1	?	-2.5%	0.0%	0.9%	-0.2%	-1.4%	0.0%	9.5%	?	-24.9%
CC1(C)CC(CC(=O)NNc2nc(-c3ccccc3)cs2)C(=O)O1 (configuration not stated)	-2.7	-5.1%	-2.1%[46.1 µM]	1.1%	3.1%	-2.6%	-3.0%	-6.7%	-8.7%	-2.7%	-4.6%
CCOC(=O)C1CCN(C(=O)CCc2nnc3ccc(NCCCN4CCCC4=O)nn23)CC1	9.8	12.8%	6.4%	0.4%	5.7%	-4.4%	-0.4%	0.8%	9.9%	0.6%	11.2%
CCCCOC(=O)C(C)Nc1n[nH]c(=S)[nH]c1=O (configuration not stated)	0.5	0.1%	6.2%	0.0%	2.3%	-4.5%	9.3%	0.8%	-1.7%	-27.6%	-5.0%
CN(C)S(=O)(=O)c1ccc(NC(=O)COc2ncnc3sccc23)cc1	1.4	-3.9%	-2.4%	0.1%	-0.5%	-1.1%	-12.0%	-3.5%	1.6%	-1.2%	2.0%
Cc1ccc(C(C)C)c(OCC(=O)NN=C2CCCCCCC2)c1	7.9	12.3%	4.6%[46.1 µM]	-0.4%	6.8%	2.5%	-7.0%	-0.5%	-4.1%	?	-1.1%
CCC/C=C(\CCC)C(NC(=O)Cc1ccccc1)c1ccc(C(=O)OC)cc1 (configuration not stated)	-1.2	-0.4%	7.5%	0.2%	2.5%	-2.6%	-5.4%	1.5%	4.8%	?	-18.4%
Cc1ccc(O)c(C2=Nc3ccccc3N=C(c3ccco3)C2)c1	14.3	0.6%	-0.1%	-0.1%	2.3%	1.3%	-0.1%	6.9%	2.9%	3.0%	-2.3%
COc1ccc(OC)c(CNC(=O)c2cc(=O)[nH]c3ccc(S(=O)(=O)N4CCCC4)cc23)c1	-9.6	1.3%	.	0.1%	1.5%	.	-12.9%	-1.0%	5.1%	1.4%	.
COc1ccc(C(=O)Nc2ccc3c(c2)OCCO3)cc1S(=O)(=O)N1CCOCC1	-14.5	0.1%	0.4%	-0.9%	-0.1%	-4.9%	-4.5%	-9.5%	-1.2%	-8.7%	-8.7%
O=C(NC1CCCCCC1)C1CC(=O)N(c2ccc(Cl)cc2)C1 (configuration not stated)	-1.6	-8.9%	7.8%	0.5%	2.7%	0.4%	-8.9%	0.6%	6.0%	?	5.0%
O=S(=O)(Nc1ccc2cn[nH]c2c1)c1cc(Br)ccc1Br	?	-1.0%	5.2%	-1.5%	1.1%	-0.1%	6.1%	14.5%	.	1.2%	-0.6%
COc1ccccc1N1C(=O)CC(N2CCN(c3ccc(F)cc3)CC2)C1=O (configuration not stated)	19.3	6.6%	2.3%	0.0%	0.2%	1.1%	2.8%	-4.9%	-8.4%	2.3%	-6.0%
Cc1ccc(O)c(-c2cc(C(=O)NCc3ccncc3)[nH]n2)c1	-14.7	8.1%	3.0%	-3.6%	-1.7%	-3.5%	9.4%	-3.4%	-2.5%	-4.3%	-3.1%
COc1cc(Br)c(CN2CCCN(C)CC2)cc1OC	9.8	1.1%	.	-0.6%	2.3%	-6.4%	5.7%	0.0%	-1.9%	-0.3%	-5.9%
CCOc1cc(/C=N/n2c(COc3ccccc3)n[nH]c2=S)ccc1O	-12.9	7.4%	-6.9%	-0.5%	-5.3%	0.0%	10.3%	0.7%	2.4%	-19.3%	-10.0%
COc1cc(/C=C(\C#N)C(N)=O)ccc1OCc1c(C)no[n+]1[O-]	13.3	-4.1%	-2.4%	0.8%	-4.3%	-2.0%	22.3%	0.0%	-3.2%	-2.2%	-11.2%
COc1ccc(OCC(=O)Nc2cc(OC)cc(OC)c2)cc1	0.9	-21.5%	-6.1%	-0.6%	-1.5%	-2.1%	20.3%[15.4 µM]	-3.4%	-2.2%	?	0.1%
O=C(NCc1nnc2c3ccccc3c(-c3ccccc3)nn12)c1ccccc1Cl	-7.2	-23.0%	-5.9%[46.1 µM]	-0.1%	-0.6%	-2.5%	-1.1%	1.8%	7.8%	-7.6%	-1.0%
O=C(Nc1ccc(Cl)cn1)c1ccc2c(Cl)c3c(nc2c1)CCC3	1.2	?	2.3%	-0.3%	1.2%	-10.7%	13.7%	-17.0%	-3.9%	?	-4.0%
Cc1ccc2c(c1)CC1(CN2C)C(=O)OC2(CCCCC2)OC1=O	-11.8	-4.6%	.	-0.2%	0.5%	-2.0%	5.8%	4.1%	1.7%	-2.7%	6.1%
COC(=O)c1ccc(Oc2nc3c(c(=O)n(C)c(=O)n3C)n2CCC(C)C)cc1	-1.5	12.5%	-3.7%	-0.4%	-1.0%	-10.4%	-13.3%	-1.7%	0.1%	?	-1.2%
O=[N+]([O-])c1ccc(Oc2cccc(C(F)(F)F)c2)nc1	-0.9	-2.3%	6.8%	-0.7%	-1.8%	-1.5%	-4.0%	1.5%	-5.2%	?	19.9%
CCOC(=O)/C=c1\s/c(=C\c2ccc(C)cc2)c(=O)n1CC(=O)NCc1ccco1	6.5	?	4.0%[46.1 µM]	-1.3%	0.6%	1.0%	-6.3%	-0.3%	-0.4%	3.4%	-0.4%
NC(=O)c1cc2nc(-c3ccco3)cc(C(F)(F)F)n2n1	-1.0	1.9%	-7.9%[46.1 µM]	-0.7%	2.4%	-8.1%	-0.6%	-1.6%	-1.5%	15.6%	2.0%
CCCCC(NC(=O)c1ccccc1)C(=O)OCC(=O)N1c2ccccc2Sc2ccccc21 (configuration not stated)	-19.5	-16.4%	-1.2%	0.4%	-0.6%	-4.8%	-3.6%	1.3%	-7.8%	23.3%	-1.0%
NC(=O)COC(=O)c1cccc(S(=O)(=O)N2CCN(c3ccccc3)CC2)c1	-25.3	17.0%	-3.0%	0.3%	3.5%	-3.5%	-0.3%	2.3%	11.1%	-1.1%	-6.2%
CCOC(=O)CNC(=O)CSc1ncccc1-c1nc2ccccc2[nH]1	-1.9	1.3%	-0.6%	0.4%	1.3%	0.0%	-17.6%	-2.4%	1.1%	?	0.8%
